# GPR35 antagonists: inhibition of zaprinast-stimulated GPR35 beta-arrestin translocation – imaging, U2OS, beta-arrestin-GFP, zaprinast agonist, primary screen (AID 2058) | U2OS GPR35 beta-arrestin-GFP translocation imaging, zaprinast antagonism; higher % means a stronger effect | inhibition, % at 10 µM; hits with a dose series show IC50 in µM | 290,000 compounds, 0.052% hits;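 active means inhibition of at least 50% with at least 30 cells and total cytoplasm GFP at most 10,000,000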
# KOR beta-arrestin-1: kappa opioid receptor activators – cell-based, luminescence, uHTS, primary screen (AID 1777); one-dose activation, % at 10 µM; EC50 in µM for titrated hits; KOR beta-arrestin recruitment, luminescence; higher % means a stronger effect; 280,000 compounds, 0.02% hits; in the data active means activation above about 50%, passing the limit was not always enough; further: a part of the inactive calls stands beside numbers as strong as those of hits
# NTR1 agonist: NTR1-driven beta-arrestin-GFP spot formation – imaging, U2OS cells, high content, primary screen (AID 493036). P30989. agonist mode. activation, % at 20 µM. 330,000 compounds, 0.17% hits;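 active means activation at or above 40% of the spot to cytoplasm intensity ratio, with at least 20 cells analyzed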;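 further: 0% = DMSO without peptide and 100% = 100 nM NTR1 peptide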
# Target sequence (P30989 whole entry, looked up): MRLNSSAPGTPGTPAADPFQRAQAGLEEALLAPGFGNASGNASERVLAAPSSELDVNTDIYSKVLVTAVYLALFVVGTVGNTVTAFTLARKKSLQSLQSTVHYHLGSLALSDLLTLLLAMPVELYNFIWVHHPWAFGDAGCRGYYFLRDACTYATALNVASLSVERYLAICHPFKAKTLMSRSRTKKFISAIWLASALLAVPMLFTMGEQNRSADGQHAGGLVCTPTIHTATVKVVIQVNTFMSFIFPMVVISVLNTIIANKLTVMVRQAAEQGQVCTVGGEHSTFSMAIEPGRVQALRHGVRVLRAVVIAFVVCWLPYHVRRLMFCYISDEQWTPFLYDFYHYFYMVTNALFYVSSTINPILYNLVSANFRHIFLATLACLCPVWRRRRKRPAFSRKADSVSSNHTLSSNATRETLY
# KOR beta-arrestin-2: kappa opioid receptor blockers – cell-based, luminescence, uHTS (AID 1778); KOR beta-arrestin recruitment, luminescence, antagonist mode; higher % means a stronger effect; inhibition, % at 10 µM; hits with a dose series show IC50 in µM; 290,000 compounds, 0.091% hits; in the data active means inhibition above about 50%; further: strong numbers were not always called active
# T cell HTS: T cell immune modulators affecting CD8 T cell-vesicle binding. AID 2052. 330,000 compounds, 0.068% hits. 2C CD8+ T cell-vesicle binding, flow cytometry; active compounds read low. calls only at 7 µM;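 active means response, share of CD8 T cells binding vesicles, and their 90th percentile fluorescence all below set limits, cut at about 80% in these data, passing the limit was not always enough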
#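 System: murine 2C transgenic CD8+ T lymphocytes; also added: QL9-loaded Drosophila micro-vesicles; times: binding 1.5 h at 37 °C; measured by: flow cytometry, PE anti-B7-1 (FL2) versus Alexa647 anti-CD8 (FL8), PFA-fixed; control set: Peptide-free naked vesicles (low) and QL9 vesicles with 0.7% DMSO vehicle (high)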
# West Nile antiviral: West Nile virus antiviral activity, cell-based, CPE readout (AID 1621); West Nile virus-infected cells, CPE inhibition; higher % means a stronger effect; one-dose CPE inhibition, % at 10 µM; IC50 in µM for titrated hits; 290,000 compounds, 0.02% hits; in the data active means a potency from the dose series; further: strong numbers were not always called active
# PhoP inhibition: inhibitors of PhoP regulon expression, primary screen, Salmonella Typhimurium, GFP reporter (AID 1863) | one-dose inhibition, % at 50 µM; IC50 in µM for titrated hits | S. Typhimurium PhoP-regulated promoter GFP reporter, 4 h; higher % means a stronger effect | 300,000 compounds, 0.16% hits;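 active means inhibition over 29.93%, a cutoff 3 SD above the screen mean, later confirmed by dose response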;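 further: 0% = low Mg2+ inducing control and 100% = high Mg2+ repressing control; strong numbers were not always called active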
# GPR55 beta-arrestin: selective activators of receptor GPR55 – imaging, U2OS cells, beta-arrestin-GFP redistribution, primary screen (AID 1961). U2OS GPR55 beta-arrestin-GFP redistribution imaging; higher % means a stronger effect. activation, % at 10 µM, or EC50 in µM where a hit was titrated. 290,000 compounds, 0.048% hits;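 active means activation above 40% with more than 50 cells counted in the well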;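 further: U2OS osteosarcoma cells stably expressing GPR55 and beta-arrestin-GFP; plate controls were DMSO negative control for no effect and LPI positive control for full effect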
# GPR55 antagonists: GPR55 antagonists blocking LPI-driven arrestin recruitment, primary screen, imaging, U2OS, beta-arrestin-GFP, LPI agonist (AID 2013); U2OS GPR55 beta-arrestin-GFP translocation imaging, LPI antagonism; higher % means a stronger effect; inhibition, % at 10 µM; hits with a dose series show IC50 in µM; 290,000 compounds, 0.13% hits;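 active means spots per cell inhibited over 60%, with over 100 cells counted and total cytoplasm intensity under 500,000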;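 further: U2OS cells stably carrying GPR55 and arrestin-GFP stimulated by 5 µM LPI near EC80; imaged beta-arrestin-GFP aggregate spots per cell after agonist stimulation; plate controls were LPI-stimulated DMSO wells for no effect and DMSO wells without LPI for full effect; some results filed as inactive read as strong as hits; confirmed hits need IC50 under 10 µM and bright autofluorescent wells are also inconclusive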
# T cell HTS vesicle-bound %: further read-out of T cell HTS, marked with its call; double positive events, %; measured here: CD8+ vesicle-bound cell fraction;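 binding gate set so that unloaded-vesicle control wells show 10% double positive cells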
# NTR1 agonist cell count 20 µM: second read-out of NTR1 agonist, no call of its own (marks repeat the call); cell count; measured here: cell count, cytotoxicity flag
# * = called active by the depositor; i = inactive; nt = not tested or not shown; & = joins results of further samples; [ ] = dose if it differs, or a comment. Some of the compounds tested; rates above refer to the full screens.
SMILES,GPR35 antagonists,KOR beta-arrestin-1,NTR1 agonist,NTR1 agonist cell count 20 µM,KOR beta-arrestin-2,T cell HTS,T cell HTS vesicle-bound %,West Nile antiviral,PhoP inhibition,GPR55 beta-arrestin,GPR55 antagonists
COc1ccccc1CCNC(=O)CCC(=O)N1CC2C[C@@H](C1)Cn1c2cccc1=O,2.1%,1.3%,-0.4,75,-10.4%[20 µM],i,15.4,0.7%,nt,-0.1%,2.0%
Cc1c(Cl)cccc1N1C(=O)NC(=O)/C(=C\c2cc(C)n(-c3cccc(C(=O)O)c3C)c2C)C1=O,10.8%,-0.2%,-1.6,67,-44.5%[20 µM],i,61.2,0.6%,-12.2%,0.5%,-4.6%
C=CCn1c(O)c(C(CC)=Nc2ccc(C(=O)O)cc2)c(=O)[nH]c1=O,13.1%,9.6%,0.5,64,9.3%,i,52.3,-0.3%,-10.5%,-0.1%,7.6%
CCc1ccc(CNCCc2ccc(F)cc2)cc1,-10.4%,-1.3%,-2.1,67,-50.1%,i,47.9,0.2%,11.8%,0.3%,7.0%
O=C(COC(=O)c1ccc(O)cc1)Nc1ccc(Cl)cc1C(=O)c1ccccc1,-3.0%,4.6%,9.1,86,24.9%,i,35.4,-1.6%,8.3%,-0.1%,15.1%
O=C(NC(=S)N1C[C@H]2C[C@H](C1)c1cccc(=O)n1C2)c1ccc(F)cc1,0.4%,-4.5%,-0.7,90,-39.1%[20 µM],i,25.5,0.7%,3.2%,-0.1%,3.6%
Cc1ccc(N2C(=O)NC(=O)/C(=C\C=C\c3ccco3)C2=O)cc1C,29.3%,2.8%,nt,nt,nt,i,49.8,-0.9%,-2.9%,0.1%,-0.3%
O=C1NC(=O)C(=Cc2ccc(OCCOc3ccc([N+](=O)[O-])cc3)cc2)C(=O)N1,-18.4%,-0.8%,2.9,40,-10.1%,i,44.2,0.5%,4.9%,-0.5%,-7.2%
CC(C)(C)C(=O)c1cn(Cc2ccccc2)c2ccccc12,9.7%,3.5%,3.5,36,-28.3%[20 µM],i,27.5,-0.8%,-4.7%,-0.1%,-3.6%
C=CCn1c(O)c(C(C)=NCCCN(C)C)c(=O)[nH]c1=O,-2.9%,-2.2%,0.2,56,11.7%,i,36.6,0.3%,4.4%,0.1%,-9.3%
O=C1NC(=O)N(c2ccc(Cl)cc2)C(=O)/C1=C/c1coc2ccc(O)cc2c1=O,8.6%,nt,1.0,50,19.1%,i,37.9,0.0%,-3.9%,0.2%,9.3%
CCN(CCO)c1ccc(N=Cc2c(O)n(C)c(=S)[nH]c2=O)cc1,12.8%,-3.2%,1.1,61,21.3%,i,30.4,1.7%,-3.9%,-0.2%,-13.7%
CCN1CCN(C(=O)COc2ccc(S(=O)(=O)NC(C)C)cc2)CC1,-1.6%,-1.7%,-0.2,44,-46.0%,i,38.2,-0.7%,3.8%,-0.5%,-12.6%
NCC1(c2ccc3c(c2)OCCO3)CCCC1,0.5%,6.4%,1.4,66,-16.6%,i,38.5,0.4%,-12.2%,-0.1%,0.2%
O=c1[nH]c(CN2CC=C(c3ccccc3)CC2)nc2scc(-c3ccccc3)c12,11.4%,3.0%,-1.9,45,12.2%,i,6.0,0.2%,-2.3%,-0.1%,-9.6%
O=c1[nH]c(=S)n(-c2ccc(Br)cc2)c(O)c1C=Nc1ccc(N2CCOCC2)cc1,-23.5%,0.5%,16.4,38,-18.4%,i,19.7,-0.3%,-0.2%,2.2%,10.5%
NS(=O)(=O)c1ccc(N=Cc2c(O)n(C3CCCCC3)c(=O)n(C3CCCCC3)c2=O)cc1,-3.4%,nt,15.9,22,19.6%,i,9.3,-1.8%,-30.9%,0.5%,10.6%
C=CCn1c(O)c(/C=C2/C=CC=N2)c(=O)[nH]c1=O,-10.1%,-0.5%,-1.6,76,-43.5%,i,57.1,-0.2%,-2.7%,-0.2%,-7.4%
CN1CCN(Cc2c(F)cccc2Cl)CC1,-9.1%,-0.5%,-0.3,63,12.1%,i,63.0,0.7%,-3.1%,-0.2%,-5.1%
CCC(=NCCc1ccccc1)c1c(O)n(C2CCCCC2)c(=O)[nH]c1=O,-2.6%,-2.0%,28.1,81,20.4%,i,42.2,-0.8%,1.7%,0.0%,-5.2%
Cc1ccccc1CS(=O)(=O)Cc1ccc(C(=O)N2CCC3(CC2)OCCO3)o1,0.8%,9.8%,0.1,40,-4.4%,i,39.4,nt,7.8%,0.2%,16.3%
O=C1NC(=O)N(c2ccc(Cl)cc2)C(=O)/C1=C\c1ccc(Sc2nc3ccccc3[nH]2)o1,0.9%,-3.3%,-0.9,82,-3.1%,i,47.1,0.0%,10.4%,-0.2%,14.6%
Nc1nc(F)nc2c1ncn2[C@@H]1O[C@H](CO)[C@@H](O)[C@@H]1O,-4.6%,-0.7%,2.6,75,-14.5%,i,65.9,2.9%,1.1%,0.1%,-1.7%
C/C=C1/CN2C3CC1C(CO)(C(=O)OC)C2Cc1c3n(C)c2ccccc12 (stereo not drawn),-8.1%,-1.9%,1.7,79,10.9%,i,35.8,-0.3%,1.8%,0.0%,0.8%
CSc1ccc(CN2CCN(Cc3ccccc3Cl)CC2)cc1,6.8%,2.3%,-1.1,39,-13.1%,i,36.6,1.1%,5.1%,0.1%,6.3%
CCCCn1c(O)c(C(C)=Nc2c(C)n(C)n(-c3ccccc3)c2=O)c(=O)[nH]c1=O,5.7%,-1.5%,-0.4,59,-7.4%,i,35.1,-0.3%,-6.4%,-0.2%,4.4%
Oc1cc(Cl)ccc1Oc1ccc(Cl)cc1Cl,nt,nt,4.2,85,nt,i,20.8,1.0%,0.82µM*,nt,nt
CN(C(=O)CN1CC=C(c2ccccc2)CC1)c1c(N)n(Cc2ccccc2)c(=O)[nH]c1=O,-9.6%,-5.9%,3.6,41,13.4%,i,48.3,0.0%,1.2%,-0.1%,-1.3%
CC(C)c1cccc(C(C)C)c1O,nt,nt,-0.2,58,nt,i,26.0,-0.3%,-6.1%,nt,nt
COc1ccc(CCn2c(O)c(/C=N/N3CCOCC3)c(=O)[nH]c2=O)cc1OC,3.8%,-0.3%,1.2,70,-22.4%,i,22.6,0.3%,-1.6%,-0.1%,12.8%
Oc1cc2c(cc1O)[C@H]1c3ccccc3CN[C@@H]1CC2,-1.3%,1.3%,nt,nt,-17.7%,i,4.8,0.8%,6.8%&-5.5%,-0.5%,-2.0%
COc1cc(/C=C2/C(=O)NC(=O)N(c3ccc(C)cc3)C2=O)cc(OC)c1OC,16.0%,9.0%,0.7,34,26.3%,i,58.2,0.4%,-17.6%,-0.3%,5.1%
CC1(CCl)CN1S(=O)(=O)c1ccccc1 (stereo not drawn),11.6%,-0.8%,1.9,75,21.4%,i,55.2,0.0%,-3.3%,-0.1%,1.9%
CCCCc1nc2ccccc2c(=O)n1-c1ccccc1[N+](=O)[O-],1.8%,-0.8%,0.1,36,9.6%,i,16.1,0.5%,5.2%,0.2%,15.5%
CN1CCC(C)(O)C2CCCCC21 (stereo not drawn),19.8%,-13.3%,3.1,68,8.5%,i,32.2,-0.2%,2.0%,-0.4%,3.2%
CC(=O)c1c(C)n(CCCOC(C)C)c2ccc(O)cc12,-13.5%,1.0%,0.1,69,26.3%,i,8.2,-0.1%,15.5%,-0.1%,2.6%
Cc1cccc(N=Cc2c(O)n(-c3ccccc3C)c(=O)[nH]c2=O)c1,-3.9%,-7.2%,-0.4,42,14.0%,i,48.5,0.2%,19.9%,0.7%,7.2%
O=Cc1c(C(=O)O)n(Cc2ccccc2F)c2ccccc12,-6.1%,7.6%,1.1,79,7.3%,i,26.6,-0.1%,6.3%,-0.3%,5.8%
COc1cccc(O)c1CN1CCCC(C(=O)c2sccc2C)C1 (stereo not drawn),1.6%,3.5%,-0.8,50,16.7%,i,56.2,-0.8%,8.7%,-0.3%,14.3%
O=C1NC(=O)C2(Cc3c(nc4ccccn4c3=O)N3CCCCCC32)C(=O)N1Cc1ccccc1 (stereo not drawn),-6.3%,nt,8.2,79,2.9%,i,42.1,-0.4%,4.2%,-0.2%,-6.6%
COC(=O)c1cc2c(s1)=NC=NP=2(N1CCOCC1)N1CCOCC1,19.1%,-3.1%,-0.5,47,20.5%,i,30.3,1.5%,2.4%,-0.2%,1.8%
COc1ccc(CC(=O)N(CCN(C)C)CC2CCCN(Cc3ccccc3F)C2)cc1 (stereo not drawn),-0.1%,2.8%,-0.2,70,-14.2%,i,52.7,0.1%,-3.1%,-0.1%,4.1%
COC(=O)C(O)(c1ccc(N(C)C(=O)OC(C)C)cc1)C(F)(F)F (stereo not drawn),-2.7%,-0.7%,-0.8,42,28.6%,i,10.5,-0.3%,-8.7%,-0.1%,-7.0%
COC(=O)CC(=O)c1ccc2c(c1)OCO2,nt,nt,-0.3,75,nt,i,49.5,-0.3%,-1.5%,nt,nt
O=C1NC(=S)N(Cc2ccco2)C(=O)/C1=C\c1cccs1,6.0%,-2.8%,nt,nt,-19.2%,nt,nt,-0.1%,-7.9%,2.3%,1.8%
Cc1ncc(CN2CCCC(C(=O)c3cccc(Cl)c3)C2)s1 (stereo not drawn),-0.9%,nt,0.8,50,-27.2%[20 µM],i,45.1,-1.2%,8.6%,-0.1%,9.1%
CCCCn1c(O)c(C=NC2CC3CCC2(C)C3(C)C)c(=O)[nH]c1=O (stereo not drawn),-7.0%,0.8%,18.7,74,-15.8%,i,36.1,0.2%,-9.9%,-0.3%,4.4%
CCCCCCCCN=Cc1c(O)[nH]c(=O)[nH]c1=O,-0.2%,-0.5%,0.6,56,-11.3%,i,51.4,-0.1%,-2.0%,-0.1%,-7.0%
Clc1ccc(NC2=NCCCS2)cc1Cl,-7.1%,5.1%,1.5,45,-19.1%,i,51.9,-0.9%,-9.3%,0.7%,-2.2%
Cc1cc(OCC(=O)OC(C)(C)C)c2c3c(c(=O)oc2c1)CCC3,9.0%,11.2%,3.8,86,-86.6%,i,32.7,0.1%,nt,1.5%,-8.7%

# Compound activity from PubChem.
